# Dynein transport: dynein cargo transport inhibition | 3617.4 mouse cells, GR-EGFP nuclear translocation imaging; test concentration mostly 20 µM; stimulated with dexamethasone, 1 µM; active compounds read low | z-score, hits read low | 220,000 compounds, 0.47% hits;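 active = plate z-score of nuclear minus cytoplasmic receptor signal below a set negative limit, without overly bright fluorescence or cell loss, cut at about -3.5 in these data, passing the limit was not always enough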;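 also: z-score of nuclear minus cytoplasmic ring GR-EGFP intensity difference per well; some compounds called inactive have numbers as strong as hits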
#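 medium = tetracycline-free induction medium containing charcoal-stripped FBS | also added = 1.0 µM final dexamethasone stimulus | schedule = 48 h induction, 1 h compound, 30 min dex at 37 °C | technique = fixed, Hoechst-stained cells imaged at 10x for EGFP | measure = GR-EGFP nuclear translocation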
# M17LAP inhibition: P. falciparum M17LAP inhibitors, primary screen, biochemical, fluorogenic H-Leu-NHMec substrate, 1536-well (AID 1619) | 220,000 compounds, 0.38% hits | inhibition, % at 30 µM, or IC50 in µM where a hit was titrated | recombinant M17LAP, H-Leu-NHMec fluorogenic kinetic assay; higher % means a stronger effect;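 active = compound inhibiting the enzyme by more than half at any dose during confirmatory dose-response retesting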;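 also: plate controls were full reaction with DMSO carrier for no effect and no enzyme background for full effect; strong numbers were not always called active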
# Autophagy mod: autophagy modulation, high-content screen | MEF GFP-LC3 puncta imaging; test concentration mostly 10 µM | calls only at 10 µM (by protocol) | 190,000 compounds, 0.98% hits | AID 463193;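 active = percentage of spot-positive cells more than 3 SD above its plate mean, without a fluorescence outlier flag or 80% toxicity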;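 also: spot-positive cell cutoff set from DMSO-treated cells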
# ER stress rescue: rescue of cells from ER stress-induced death, primary screen, 384-well, CSM14.1, thapsigargin, ATP luminescence (AID 1222); CSM14.1 thapsigargin-induced death rescue, ATP luminescence; higher % means a stronger effect; one-dose cellular ATP content (survival), % at 20 µM; EC50 in µM for titrated hits; 190,000 tested, under 10 active;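 active = EC50 below 50 µM in the dose-response confirmation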;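 also: death triggered by thapsigargin at about 15 µM added after 2 h compound pretreatment; cell ATP read after overnight thapsigargin exposure of roughly 18 to 22 hours; normalized against plate controls of thapsigargin alone and 5% DMSO vehicle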
# Yfh1-off respiration: mitochondrial function rescue without frataxin homolog – Friedreich's ataxia, plus single-dose screen, dose response (AID 1465) | S. cerevisiae Yfh1-off respiration, WST-1 reduction, 72 h; higher fold induction means a stronger effect | fold induction at 50 µM, or EC50 in µM where a hit was titrated | 220,000 compounds, 0.074% hits;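 active = fold induction of absorbance versus untreated yeast above a set limit, then at least 30% activation at any dose in follow-up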;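 also: activators that raise dye reduction in frataxin-depleted yeast; strong numbers were not always called active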
# Insulin prom up: MIN6 insulin promoter up-regulation | MIN6 insulin promoter-GFP reporter, high-content imaging; active compounds read high | z-score at 5 µM | 190,000 compounds, 0.3% hits | AID 1625;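 active = z-score above 3 at 5 µM with at least 500 cells counted in the well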
# Hep lipid drop: modulators of hepatic lipid droplet formation; AML12 mouse hepatocytes, oleate lipid droplets, BODIPY imaging; inhibition, % at 6.5 µM; 240,000 compounds, 0.4% hits; AID 1656;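 active = lipid droplet intensity inhibited by at least 50%, with more than 500 cells counted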
#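 Assay system: AML12 mouse liver cells | Compound: 6.5 µM single-point dosing | Schedule: Overnight exposure | Technique: Fluorescence imaging, 20x objective, two fields per well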
# P. falciparum M1AAP: P. falciparum M1AAP inhibitors, biochemical, fluorogenic H-Leu-NHMec substrate, 1536-well (AID 1445). one-dose inhibition, % at 30 µM; IC50 in µM for titrated hits. 220,000 compounds, 0.42% hits. recombinant M1AAP, H-Leu-NHMec fluorogenic kinetic assay; higher % means a stronger effect;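 active = primary inhibition above the hit cutoff, then over 50% inhibition at one or more dose response concentrations, cut at about 23% in these data, passing the limit was not always enough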;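 also: plate controls were DMSO full reaction for no effect and no enzyme background for full effect; strong numbers were not always called active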
# MT stabilizer: stabilizes microtubules in HeLa cells; HeLa tubulin immunostaining HCS, 24 h; share of cells brighter than vehicle mean+2SD; % tubulin-high responders, % at 10 µM; 200,000 compounds, 0.83% hits; AID 2205;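 active = plate Z-score above 3 for both tubulin-high and condensed-nucleus cell shares, with cell loss under 80%, at 10 µM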;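 also: anti alpha tubulin signal scored within the nucleus-defined area of each cell; some results filed as inactive read as strong as hits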
# Dynein transport cytoplasmic EGFP: recorded beside Dynein transport, whose call it bears; z-score; measured here: cytoplasmic GR-EGFP intensity; active compounds read high
# Dynein transport nuclear GR-EGFP: also measured in Dynein transport; calls as there; z-score; measured here: nuclear GR-EGFP intensity;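 lower value marks the stronger effect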
# Dynein transport cell count: further read-out of Dynein transport, marked with its call; z-score; measured here: cell count per field
# Insulin prom up cell count: second read-out of Insulin prom up, no call of its own (marks repeat the call); cell count; measured here: cytotoxicity, nuclei count;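 total cells summed across four imaged fields per well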
# Hep lipid drop cells 6.5 µM: also measured in Hep lipid drop; calls as there; cell count; measured here: cell count, cytotoxicity flag;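 cells counted across two imaged fields per well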
# MT stabilizer Hoechst-high %: second read-out of MT stabilizer, no call of its own (marks repeat the call); % Hoechst-high responders; measured here: nuclear condensation Hoechst responders;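 share of cells brighter than vehicle mean plus two SD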
# MT stabilizer cytotoxicity %: second read-out of MT stabilizer, no call of its own (marks repeat the call); toxicity, %; measured here: cytotoxicity by cell density;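 0% = mean cell density of plate MIN control wells and 100% = no cells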
# Autophagy mod cell loss 18 h: second read-out of Autophagy mod, no call of its own (marks repeat the call); toxicity, %; measured here: cell loss, nuclei count;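 cell loss after 18 h compound exposure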
# Starred values were filed as active, the others as inactive; i = inactive; · = no result given. Not a hit list; 3.5% or so of the library scored in one or more.
SMILES,Dynein transport,Dynein transport cytoplasmic EGFP,Dynein transport nuclear GR-EGFP,Dynein transport cell count,M17LAP inhibition,Autophagy mod,Autophagy mod cell loss 18 h,ER stress rescue,Yfh1-off respiration,Insulin prom up,Insulin prom up cell count,Hep lipid drop,Hep lipid drop cells 6.5 µM,P. falciparum M1AAP,MT stabilizer,MT stabilizer Hoechst-high %,MT stabilizer cytotoxicity %
Nc1nc2n(n1)C(=O)CC(c1ccccc1[N+](=O)[O-])N2 (centres undefined),-1,-0.25,-0.75,0.87,9%,i,-7,-0.7%,i,-0.53,1393,30,697,2%,3.5,1.6,9.6
CC(C)n1c(SC2C(=O)CC(C)(C)CC2=O)nc2c1c(=O)n(C)c(=O)n2C,0.17,-0.12,0.14,-0.072,13%,i,16,-2.2%,i,-0.51,949,-1,746,-11%,4.9,3.4,6.2
Cc1ccc(NC(=O)C(OC(=O)c2ccc(F)cc2)c2ccccc2)cc1Cl (centres undefined),-1.2,-0.075,-0.78,0.92,1%,i,16,2.0%,·,-0.26,1484,-19,647,4%,3.3,1.6,7.5
CC(NC(=O)C1CCC1)c1ccc(Cl)cc1 (centres undefined),-0.15,-0.04,0.3,1,-5%,i,24,-2.7%,i,·,·,-7,732,3%,2.5,2.2,3.1
CCCN(CC(=O)Nc1ccc(Cl)cc1Cl)C(=O)/C=C/c1cccc([N+](=O)[O-])c1,-0.52,-0.12,-0.24,0.76,-4%,i,12,-2.4%,i,-0.11,1372,4,616,-3%,5.9,0.9,9.3
COc1ccc(N(CC(=O)NCCC2=CCCCC2)S(=O)(=O)c2ccccc2)cc1OC,-0.45,-0.14,0.15,-0.16,-4%,i,9,0.4%,i,-0.13,1419,1,697,4%,5.4,3.1,6.8
O=C(/C(=C/O)N=Nc1ccc(Cl)cc1)c1ccncc1,-3.1,0.62,-1.7,-0.13,10%,i,-1,-0.8%,i,-0.09,1501,·,·,1%,1.0,1.8,8.7
Cc1cccc(-n2cnc3cc(C(=O)N4CCCCC4)ccc32)c1,2.4,-0.19,1.6,-1.5,-1%,i,0,-1.8%,i,-2,921,·,·,1%,5.4,3.2,13
CC(=O)Nc1cc2c(cc1Br)OCCO2,-0.93,-0.26,-0.27,0.69,-6%,i,4,-3.8%,i,-0.41,1381,-4,708,0%,2.8,1.6,6.3
CC1(C)Cc2ccccc2-c2nnc(SCc3ccccc3)n21,-0.58,-0.26,-0.24,0.66,-6%,i,5,0.8%,i,·,·,18,739,-4%,2.3,2.8,4.8
Clc1ccc(C2CC(c3cccs3)n3ncnc3N2)c(Cl)c1 (centres undefined),-0.062,-0.093,0.32,-1.6,2%,i,15,-1.7%,·,-0.34,1430,-13,751,-2%,3.0,1.0,8.6
Cc1ccc(S(=O)(=O)CCC(=O)O)cc1C,-0.17,-0.23,-0.35,0.78,5%,i,2,-3.7%,i,·,·,2,740,-11%,2.0,1.3,3.0
COc1ccc(C2CC(c3cccs3)=NN2C(=O)CSc2nnnn2C)cc1OC (centres undefined),0.13,-0.38,0.32,1.4,11%,i,-11,-1.0%,i,-0.23,1552,0,697,-3%,2.9,1.1,1.5
COc1ccc(S(=O)(=O)Nc2ccccc2C(=O)NCc2ccco2)cc1,-0.55,-0.3,0.03,0.38,11%,i,4,-0.5%,i,0.49,1074,·,·,9%,2.8,1.1,5.7
COc1ccc(OCC(=O)N/N=C(\CCC(=O)O)c2cccs2)cc1,0.57,-0.37,-0.32,0.32,9%,i,-1,-0.3%,i,0.09,1610,24,680,4%,3.7,1.5,7.1
Cc1ccc(C2=NN=C(NC(=O)C(F)(F)F)SC2)cc1,-0.074,-0.3,-0.13,0.32,1%,i,14,-2.5%,i,-0.18,1416,11,683,0%,2.7,2.2,4.6
Cc1cccc2nc(CSc3ccc(Cl)cc3)cn12,-0.0082,0.043,0.25,0.68,-4%,i,4,1.2%,i,-0.63,1463,·,·,8%,2.7,3.0,3.8
O=C(Nc1ccccc1)c1ccc(CSc2ncccn2)cc1,0.017,-0.2,-0.62,0.1,-4%,i,-20,-0.4%,i,0.41,1574,·,·,7%,2.5,2.0,2.0
COc1ccc(-c2cn3cc(C(=O)NN)ccc3n2)cc1,-0.28,-0.3,-0.24,0.32,6%,i,24,-2.1%,i,-0.39,1316,6,712,14%,1.6,1.8,2.6
CN(C)c1ccc(/C=c2/sc3n(c2=O)NC2(c4ccccc4)N(C)C(=O)N(C)C2(c2ccccc2)N=3)cc1 (centres undefined),2.6,2.7,3.8,-2.1,-2%,i,10,-0.4%,i,1.8,1159,35,775,13%,2.2,3.6,6.1
CC(=O)Nc1ccc(N(CC(O)Cn2c3ccccc3c3ccccc32)S(=O)(=O)c2ccc(C)cc2)cc1 (centres undefined),-0.22,-0.24,-0.14,1.3,9%,i,-7,-1.8%,i,-1.5,1146,-8,659,1%,4.0,1.6,2.5
COC(=O)c1cccc(NS(=O)(=O)c2ccc(OC)cc2)c1C,-0.37,-0.18,-0.69,0.82,-6%,i,15,-2.0%,i,·,·,-18,706,-5%,35*,17*,55*
CCOc1cc(/C=N/NC(=O)Cc2ccc(C(F)(F)F)cc2[N+](=O)[O-])c(Br)cc1OC,-0.35,-0.067,0.12,1.6,-4%,i,-4,-0.5%,i,-0.57,1661,·,·,-3%,3.4,1.0,7.3
CNc1ncc(C(=O)c2ccc(F)cc2)s1,-0.69,-0.24,-0.004,-0.26,8%,i,-4,0.2%,i,0.52,1277,-7,685,12%,2.6,3.1,7.4
Cc1cccc(OCC(=O)NNC(=O)CCc2ccccc2)c1,-0.43,-0.23,0.17,-0.14,-16%,i,-13,-1.0%,i,0.13,1440,-3,658,-3%,2.3,1.5,4.6
# Continuation.
SMILES,Dynein transport,Dynein transport cytoplasmic EGFP,Dynein transport nuclear GR-EGFP,Dynein transport cell count,M17LAP inhibition,Autophagy mod,Autophagy mod cell loss 18 h,ER stress rescue,Yfh1-off respiration,Insulin prom up,Insulin prom up cell count,Hep lipid drop,Hep lipid drop cells 6.5 µM,P. falciparum M1AAP,MT stabilizer,MT stabilizer Hoechst-high %,MT stabilizer cytotoxicity %
COc1ccccc1NS(=O)(=O)c1cc([N+](=O)[O-])ccc1N/N=C/c1c(C)[nH]c2ccccc12,-4.9,14,-0.5,1.6,-3%,i,-8,0.4%,i,·,·,-21,741,11%,0.9,1.9,7.2
O=C(COC(=O)CCC(=O)c1cccs1)Nc1ncc(Cl)cc1Cl,-1.2,-0.25,-0.86,0.56,3%,i,6,-2.8%,i,-0.65,1536,-25,523,-1%,3.8,3.2,8.1
Cc1ccc(NS(C)(=O)=O)c(C(=O)c2ccccc2)c1,-0.035,0.074,0.11,0.092,6%,i,-8,-0.4%,i,-0.38,899,8,747,-5%,1.7,1.6,4.9
O=C(CCCCn1c(=O)[nH]c2ccsc2c1=O)NCc1ccc2c(c1)OCO2,2,-0.013,1.3,-1.3,2%,i,11,-1.4%,i,0.18,1051,·,·,3%,2.8,3.3,3.0
CCN(CC)S(=O)(=O)c1ccc(N2CCOCC2)c(NC(=O)c2ccccc2F)c1,1.9,-0.23,0.13,-1.2,-6%,i,18,0.6%,i,-0.1,1616,20,695,1%,1.8,3.3,6.9
COc1ccc(CN=C2NC(=O)CC(C(=O)Nc3cc(C)cc(C)c3)S2)cc1 (centres undefined),-0.39,-0.27,-0.049,0.62,-3%,i,-1,-2.7%,i,-0.01,1190,9,624,5%,3.3,2.1,4.8
COC(=O)c1ccc(NCC(=O)N2CCCCCC2)cc1,-0.79,-0.3,-0.57,0.46,40µM*,i,3,-2.0%,i,0.02,1271,-1,671,-2%,3.1,2.1,2.8
COc1cnc(-c2ccccc2)nc1Oc1cccc(C)c1C,-1.7,-0.18,-1.1,0.039,7%,i,-23,1.8%,i,·,·,·,·,-7%,2.2,2.3,10
Cc1ccn2c(C(=O)NN=C3CCN(C)CC3)c(C)nc2c1,-0.68,-0.38,-0.2,0.18,-1%,i,-2,1.5%,i,0.06,1318,5,808,14%,2.5,2.8,4.2
Cc1csc(NC(=O)CCCc2cccs2)n1,0.62,-0.27,-0.01,0.77,-3%,i,10,-0.3%,i,0.22,1342,-3,788,5%,1.9,2.0,9.3
C/C(=N/NC(=O)CNC(=O)Cc1ccc(Cl)cc1)c1ccco1,0.44,-0.26,0.19,-0.11,-21%,·,·,·,i,-0.27,1428,-5,715,6%,·,·,·

# Some of the entries so far, as tab-separated lines:
structure	Dynein transport	Dynein transport cytoplasmic EGFP	Dynein transport nuclear GR-EGFP	Dynein transport cell count	M17LAP inhibition	Autophagy mod	Autophagy mod cell loss 18 h	ER stress rescue	Yfh1-off respiration	Insulin prom up	Insulin prom up cell count	Hep lipid drop	Hep lipid drop cells 6.5 µM	P. falciparum M1AAP	MT stabilizer	MT stabilizer Hoechst-high %	MT stabilizer cytotoxicity %
O=C(CCCCn1c(=O)[nH]c2ccsc2c1=O)NCc1ccc2c(c1)OCO2	2	-0.013	1.3	-1.3	2%	i	11	-1.4%	i	0.18	1051	·	·	3%	2.8	3.3	3.0
COc1cnc(-c2ccccc2)nc1Oc1cccc(C)c1C	-1.7	-0.18	-1.1	0.039	7%	i	-23	1.8%	i	·	·	·	·	-7%	2.2	2.3	10
C/C(=N/NC(=O)CNC(=O)Cc1ccc(Cl)cc1)c1ccco1	0.44	-0.26	0.19	-0.11	-21%	·	·	·	i	-0.27	1428	-5	715	6%	·	·	·
Cc1csc(NC(=O)CCCc2cccs2)n1	0.62	-0.27	-0.01	0.77	-3%	i	10	-0.3%	i	0.22	1342	-3	788	5%	1.9	2.0	9.3
